PL biosyn Enam: blocks phospholipid synthesis in CHO cells, Enamine compounds | ZR-82 CHO cells, pyrene fatty acid UV survival, CellTiter Blue; peroxisome-deficient CHO-K1 mutant line; plus DGAT-1, DGAT-2 and ACAT inhibitors | calls only at 10 µM | 20,000 tested, 0.4% active | AID 1347385;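 active means cell survival signal 2 SD away from solvent-only control wells, confirmed on one or two retests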;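 further: 3 h compound exposure then viability read about one day after UV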
Calls only; i = inactive.

Preview:
| structure | PL biosyn Enam |
| --- | --- |
| Cc1nc(SCC(=O)NC(=O)NC(C)C)c2c(C)c(C)sc2n1 | i |
| Cc1cnc(NC(=O)CNC(=O)C(C)(C)C)s1 | i |
| O=C1NC2(CCCCCC2)C(=O)N1Cc1cc(=O)n2ccsc2n1 | i |

The whole of this part, from the start:
| structure | PL biosyn Enam |
| --- | --- |
| Cc1nc(SCC(=O)NC(=O)NC(C)C)c2c(C)c(C)sc2n1 | i |
| Cc1cnc(NC(=O)CNC(=O)C(C)(C)C)s1 | i |
| O=C1NC2(CCCCCC2)C(=O)N1Cc1cc(=O)n2ccsc2n1 | i |
| CC1=C/C(=N\NS(=O)(=O)c2ccc(C)cc2)CC1 | i |
| CN(c1ccc(O)cc1)S(=O)(=O)c1ccc(F)cc1 | i |
| O=S1(=O)OC(c2ccc(O)cc2)(c2ccc(O)cc2)c2ccccc21 | i |
| O=[N+]([O-])c1ccccc1Oc1ccc(Br)cc1Br | i |
| c1cnc(Sc2ccc3ccccc3c2)nc1 | i |
| COc1cc(-c2nnc(SCc3cc(Cl)c4c(c3)OCCO4)o2)cc(OC)c1OC | i |
| O=S1(=O)c2ccccc2NC(c2ccccc2Br)N1Cc1ccccc1 (stereo not drawn) | i |
| CN(C)CCNP1(=O)C=C(c2ccccc2)SC(c2ccccc2)=C1 | i |
| Cc1ccc(/C=N/Nc2ccc3ccccc3n2)o1 | i |
| NC(=O)c1c(NC(=O)COC(=O)c2cc3c(s2)CCC3)sc2c1CCC2 | i |
| O=C1Oc2ccccc2C(=O)/C1=C/N1CCOCC1 | i |
| O=C1CSC(N2CCOCC2)=N1 | i |
| CCN(CC)P1(=Nc2cccc(C)c2C)/C(=C2\N(C)c3ccccc3C2(C)C)C=NN1C (stereo not drawn) | i |
| O=C(O)CNC(=O)C12CC3CC(CC(Cl)(C3)C1)C2 | i |
| O=c1c(C2=NCCCCC2)c(Nc2ccccc2)[nH]n1-c1ccccc1 | i |
| c1csc(-c2nc(NC3CCCc4ccccc43)c3ccccc3n2)c1 (stereo not drawn) | i |
| CCCCn1c(N)c(-c2nc(CC(C)(C)C)c(C(=O)c3ccc(Br)s3)s2)c(=O)n(C)c1=O | i |
| Cc1cccc(NC(=S)NC2CC3CCC2C3)n1 (stereo not drawn) | i |
| Cc1cc(C)c2c(c1)/C(=N\N=c1\sc3ccccc3n1C)C(=O)N2 | i |
| O=C(CSc1ncnc2sc3c(c12)CCC3)N1CCCC1 | i |
| NC(=O)NC(=O)COC(=O)c1ccc([N+](=O)[O-])s1 | i |
| O=S(=O)(c1ccccc1)N1c2ccccc2Sc2ccccc21 | i |
| CCN(CC)C(=O)c1cc2c(=O)n3cccc(C)c3nc2s1 | i |
| O=C(NC(=S)N1CCN(CCO)CC1)C12CC3CC(CC(C3)C1)C2 | i |
| C=CCn1c(SCc2cc3c(cc2Br)OCO3)nnc1-c1ccncc1 | i |
| C(C12CC3CC(CC(C3)C1)C2)=P(c1ccccc1)(c1ccccc1)c1ccccc1 | i |
| Cn1cccc1C(=O)NC(=O)COC(=O)C12CC3CC(CC(Cl)(C3)C1)C2 | i |
| Cn1nnnc1SCC(=O)NCC1CCCCC1 | i |
| c1ccc(-c2noc(CSc3nnnn3C3CC3)n2)cc1 | i |
| COc1ccc(S(=O)(=O)Nc2ccc3c(c2)OCCO3)cc1Br | i |
| O=S(=O)(c1ccccc1Br)N1CCN(c2ncccn2)CC1 | i |
| NS(=O)(=O)c1ccc(OCCSc2ncccn2)cc1 | i |
| Cc1cc(C(=O)CSc2nnc(NC3CC3)s2)c(C)n1CC(F)(F)F | i |
| O=C1CCCC2=C1C(c1ccccc1I)Nc1ccc3ccccc3c12 (stereo not drawn) | i |
| CCCCN(C(=O)c1ccco1)c1c(N)n(CCC)c(=O)[nH]c1=O | i |
| O=C(/C=C/c1ccco1)C[P+](c1ccccc1)(c1ccccc1)c1ccccc1 | i |
| Cc1cc(=O)n2nc(N)sc2n1 | i |
| O=C(CNC(=O)c1ccco1)NNC(=O)c1ccc(Br)s1 | i |
| O=C(O)CN1C(=O)c2ccccc2S1(=O)=O | i |
| O=P1(NCCCO)C=C(c2ccccc2)SC(c2ccccc2)=C1 | i |
| CC(=O)Nc1sc(C)c(C)c1C(=O)OCc1cc(=O)n2ccsc2n1 | i |
| C(=C\c1nc2cc(-c3ccccc3)ccc2o1)/c1cccnc1 | i |
| CSc1nc2nc(C)c(CCC(=O)Nc3nccs3)c(C)n2n1 | i |
| NC(=O)NC(=O)Cn1ncc(Cl)c(Cl)c1=O | i |
| Cc1cc(CSc2nnc(-c3ccc4c(c3)OCO4)o2)no1 | i |
| FC(F)n1nnn(-c2ccccc2)c1=S | i |
| O=C(O)CCCCCNS(=O)(=O)c1ccc(Cl)s1 | i |
| CCCCCC(=O)Nc1sc2c(c1C(=O)O)CCC2 | i |
| C[C@@H](C(=O)NC1=NCCS1)N1C(=O)C2CC=CCC2C1=O (stereo partly drawn) | i |
| CC(C)CN(CC(C)C)C(=O)CN1C(=O)NC2(CCC(C)CC2)C1=O (stereo not drawn) | i |
| Cc1ccc2nc(CSc3nnc(NC4CC4)s3)cc(=O)n2c1 | i |
| CN(C(=O)COC(=O)c1cc(Br)c(Br)s1)C1CCS(=O)(=O)C1 (stereo not drawn) | i |
| NC1=NC2(CCSC2)n2c(nc3cc4c(cc32)OCCCO4)N1 (stereo not drawn) | i |
| CCc1ccc(-c2noc(CSc3nnnn3C3CC3)n2)cc1 | i |
| O=c1c2c3c(sc2nc(SCc2cc(=O)n4ccsc4n2)n1C1CCCC1)CCCC3 | i |
| Cc1ccc(-c2nnc(-n3cnc4cc(C)c(C)cc43)c3ccccc23)cc1 | i |
| O=C1CSC(=Nc2ccc(Cl)cc2)N1 | i |

Other structures.
| structure | PL biosyn Enam |
| --- | --- |
| CSc1nc(N)cc(=O)[nH]1 | i |
| CN(C)c1ccc(S(N)(=O)=O)cc1N | i |
| Clc1ccc(-c2csc(=Nc3cccnc3)n2C2CC2)cc1 | i |
| c1ccc(Cn2c(-c3ccccc3)cn3c(-c4ccccc4)c(-c4ccccc4)nc23)cc1 | i |
| CC(C)(C)c1nc2cc(Cl)c([N+](=O)[O-])cc2o1 | i |
| Cc1occc1-c1nnc(SCc2nnc(-c3ccco3)o2)o1 | i |
| CC1(c2ccc3c(c2)OCO3)NC(=O)N(Cc2cc(=O)oc3cc4c(cc23)CCC4)C1=O (stereo not drawn) | i |
| CC(O)c1nc2ccccc2n1C(F)F (stereo not drawn) | i |
| CN(C1=NC(=O)C(CC(=O)O)S1)c1ccc(O)cc1 (stereo not drawn) | i |
| O=C(NNC(=O)C12CC3CC(CC(C3)C1)C2)C12CC3CC(CC(C3)C1)C2 | i |
| O=C(NN1C(=O)NC(c2ccccc2)(c2ccccc2)C1=O)C1=CN2CCS(=O)(=O)N=C2C=C1 | i |
| COc1ccc(S(=O)(=O)N(C)Cc2nccn2C)cc1Br | i |
| Cn1c(SCc2cc(=O)oc3cc4c(cc23)CCC4)nnc1-c1ccco1 | i |
| O=S(=O)(Nc1nc2ccccc2nc1NCc1ccco1)c1ccc(F)cc1 | i |
| O=C1c2ccccc2-c2nn(P(=O)(C=C(Cl)c3ccccc3)/C=C(\Cl)c3ccccc3)c3cccc1c23 | i |
| Clc1cc(Cl)c2ncnc(OCCOc3ccc(Br)cc3)c2c1 | i |
| Cc1ccc(S(=O)(=O)Oc2c(CO)cc(C)cc2CO)cc1 | i |
| NC(=O)c1c(NC(=O)c2ccco2)sc2c1CCCC2 | i |
| S=c1n(CN2CCN(c3ccccc3)CC2)nc(-c2cccs2)n1-c1ccccc1 | i |
| Cn1c(=O)c2c(=O)cc(N)[nH]c2n(C)c1=O | i |
| CN=c1scc(-c2ccccc2)n1/N=C/c1cccc(C(F)(F)F)c1 | i |
| COc1ccc(S(=O)(=O)N2CCCC(C(F)(F)F)C2)cc1 (stereo not drawn) | i |
| Cc1ccc(C2=Nn3cc(-c4ccccc4)nc3SC2)cc1 | i |
| CC(Nc1ncnc2c1oc1ccccc12)C12CC3CC(CC(C3)C1)C2 (stereo not drawn) | i |
| Cn1c(C(F)(F)F)nn(CN2CCC(Cc3ccccc3)CC2)c1=S | i |
| Cc1csc(SCC(=O)c2c(N)n(C)c(=O)n(C)c2=O)n1 | i |
| CC(C)NC(=O)NC(=O)COC(=O)C12CC3CC(CC(C3)C1)C2 | i |
| c1ccc(-c2cc(-c3ccccc3)on2)cc1 | i |
| Cc1nc(SCC(=O)N2CCCC2)c2c(C)c(C)sc2n1 | i |
| O=[N+]([O-])c1cccc(S(=O)(=O)c2cccc([N+](=O)[O-])c2)c1 | i |
| O=C(OCc1cc(=O)n2ccsc2n1)c1cc2c(s1)CCCC2 | i |
| CCn1c(N)c(Br)c(=O)[nH]c1=O | i |
| Oc1ccc(Cl)cc1C1=NNC(c2ccc3c(c2)OCCO3)C1 (stereo not drawn) | i |
| O=[N+]([O-])c1cccc(N/N=C2\CCCc3ccccc32)c1 | i |
| Cc1nn(-c2ccccc2)c(C)c1C1C2=C(CC(C)(C)CC2=O)Nc2nnnn21 (stereo not drawn) | i |
| COc1ccc2c(c1OC)C(=O)N(c1ccc(I)cc1)C2 | i |
| O=C(N=C1N=C2C=CC(Br)=CN2Cc2ccccc21)C12CCC(CC1)C2 | i |
| Cc1sc2nc(C)n(/N=C/N(C)C)c(=O)c2c1C | i |
| Brc1cc2c(c(CSc3n[nH]c4nc5ccccc5n34)c1)OC(c1ccccc1)OC2 (stereo not drawn) | i |
| COc1ccc(NS(=O)(=O)c2ccc(Cl)s2)c(OC)c1 | i |
| c1csc(CCNCc2cccs2)c1 | i |
| Cc1cc(=O)[nH]c(NN=C(CC(C)C)CC(C)C)n1 | i |
| O=[N+]([O-])c1cc2c(cc1C=Nc1ccc(Cl)cc1C(F)(F)F)OCO2 | i |
| O=C(CSc1nnnn1C1CC1)NN1C(=O)NC2(CCCCC2)C1=O | i |
| Cc1nc(N2CCN(c3ncccn3)CC2)c2c3c(sc2n1)CCCC3 | i |
| Cc1cnc(NC(=O)C2CCC(C(C)(C)C)CC2)s1 (stereo not drawn) | i |
| O=C(C[n+]1cc(-c2ccccc2)n2c1CCC2)c1ccc(Br)cc1 | i |
| CCCCN=C1SCC(c2cc(C)n(Cc3ccco3)c2C)=NN1C | i |
| CC(C)CNCCSCc1ccco1 | i |
| Nc1ccc(-n2cnc3ccccc32)cc1 | i |
| c1nc(NCC23CC4CC(CC(C4)C2)C3)c2c3c(sc2n1)CCCC3 | i |
| CCN(CC)S(=O)(=O)c1cc(C)c(C)cc1Br | i |
| O=C(O)Cc1csc(-c2ccsc2)n1 | i |
| S=C(NCC12CC3CC(CC(C3)C1)C2)Nc1ccc(Cl)cc1Cl | i |
| COC(=O)C(NC(=O)C12CC3(C)CC(C)(CC(C)(C3)C1)C2)C(C)C (stereo not drawn) | i |
| Oc1ccc(Br)cc1/C=N/n1c(-c2ccc(Cl)cc2Cl)n[nH]c1=S | i |
| O=c1[nH]cnc2cc(F)c([N+](=O)[O-])cc12 | i |
| CN(C)S(=O)(=O)c1ccc(Cl)c(NC(=S)Nc2ccc(SC(F)F)cc2)c1 | i |
| Cn1ccnc1SCc1cn2cc(Br)ccc2n1 | i |
| O=C(/C=C/c1ccco1)NNC(=O)C1CC1 | i |

Continuation:
| structure | PL biosyn Enam |
| --- | --- |
| NC(=O)c1ccsc1NC(=O)COC(=O)/C=C/c1cccs1 | i |
| CC1(C)CC(=O)C=C(NNc2nc(C(Cl)(Cl)Cl)nc3ccccc23)C1 | i |
| Cc1noc(C)c1S(=O)(=O)Nc1cccc(S(=O)(=O)NC2=NCCC2)c1 | i |
| Cc1noc(C)c1CSc1nc(N)c2c3c(sc2n1)CCCC3 | i |
| O=S(=O)(Nc1cccnc1)c1ccc(I)cc1 | i |
| CC1CCC(N(C)Cc2cc(=O)n3c4c(sc3n2)CCCC4)CC1 (stereo not drawn) | i |
| O=C(/C=C/c1nc2ccccc2o1)N1CCc2ccccc21 | i |
| Cc1noc(C)c1S(=O)(=O)N1CCC(C(=O)O)CC1 | i |
| COc1ccc2c(COC(=O)c3cc(=O)c4ccccc4o3)cc(=O)oc2c1 | i |
| Cc1ccc(C)c(NC(=S)N/N=C/C2=CCC3CC2C3(C)C)c1 (stereo not drawn) | i |
| O=C(C1CCN(CN2C(=O)C3CC=CCC3C2=O)CC1)N1CCCCCC1 (stereo not drawn) | i |
| Cc1nn(-c2ccccc2)c2c1C(c1ccncc1)N1N=NN(c3ccccc3)C1=N2 (stereo not drawn) | i |
| Cc1cc(CNCCCn2ccnc2)c(C)n1-c1ccc2c(c1)OCO2 | i |
| Clc1ccc(Nc2ncnc3sc4c(c23)CCC4)c(Cl)c1 | i |
| Nc1nc(=O)c2cccnc2s1 | i |
| CCCn1c(C)c(Br)c(=O)n(C(C)(C)C)c1=O | i |
| Nc1nc(CSc2nnc(C3CC3)n2C2CC2)nc(Nc2ccc(F)cc2)n1 | i |
| CCOC(=O)c1c(C)[nH]c(C(=O)C(C)OC(=O)Cn2cc(C(F)(F)F)ccc2=O)c1C (stereo not drawn) | i |
| Fc1ccc(-c2nnc(-n3cnc4ccccc43)c3ccccc23)cc1 | i |
| CC(C)Cn1c(=S)[nH]c2cc(Cl)ccc21 | i |
| c1ccn2cc(-c3ccc4c(c3)OCCO4)nc2c1 | i |
| Cn1c(COc2ccc3ccccc3c2)nc2ccccc21 | i |
| O=[N+]([O-])c1ccc2c(c1)OCCO2 | i |
| Cc1ccc(-c2nc(SC(F)F)n(C(F)F)c2-c2ccc(C)cc2)cc1 | i |
| CC(=O)Nc1nc(C23CC4CC(CC(C4)C2)C3)c(C)s1 | i |
| COCCN1C(=O)CC(=O)NC1=S | i |
| Cn1c(SC2CCOC2=O)nnc1-c1ccco1 (stereo not drawn) | i |

Reprinted from the results shown, 5 compounds:
| structure | PL biosyn Enam |
| --- | --- |
| CCCn1c(C)c(Br)c(=O)n(C(C)(C)C)c1=O | i |
| Nc1nc(CSc2nnc(C3CC3)n2C2CC2)nc(Nc2ccc(F)cc2)n1 | i |
| CCOC(=O)c1c(C)[nH]c(C(=O)C(C)OC(=O)Cn2cc(C(F)(F)F)ccc2=O)c1C (stereo not drawn) | i |
| Fc1ccc(-c2nnc(-n3cnc4ccccc43)c3ccccc23)cc1 | i |
| CC(C)Cn1c(=S)[nH]c2cc(Cl)ccc21 | i |

This is a subset. The share of hits here may be higher or lower than overall.
